Source: PubChem (several laboratories)
HTRA1 inh: HTRA1 serine protease inhibitors, primary screen, biochemical, fluorescence polarization, HTS. Q92743. recombinant HTRA1, FP-rhodamine activity-based probe. inhibition, % at 5.96 µM. hit rate 0.5% among 340,000. AID 504803, 2011; in the data active = inhibition above about 36%;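 also: 0% = enzyme with DMSO and 100% = wells lacking enzyme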
TDP2 inh: human TDP2 enzyme inhibitors, primary screen, biochemical, epi absorbance, recombinant enzyme. Tyrosyl-DNA phosphodiesterase 2 (Homo sapiens), O95551. hit rate 0.34% among 370,000. inhibition, % at 12.8 µM. T5PNP hydrolysis, p-nitrophenol absorbance 415 nm;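 active = inhibition above the mean of all tested compounds plus 3 SD, set per campaign, cut at about 25% in these data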;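 also: 0% = DMSO with enzyme and 100% = buffer with substrate but no TDP2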
Target sequence (O95551 whole entry, looked up): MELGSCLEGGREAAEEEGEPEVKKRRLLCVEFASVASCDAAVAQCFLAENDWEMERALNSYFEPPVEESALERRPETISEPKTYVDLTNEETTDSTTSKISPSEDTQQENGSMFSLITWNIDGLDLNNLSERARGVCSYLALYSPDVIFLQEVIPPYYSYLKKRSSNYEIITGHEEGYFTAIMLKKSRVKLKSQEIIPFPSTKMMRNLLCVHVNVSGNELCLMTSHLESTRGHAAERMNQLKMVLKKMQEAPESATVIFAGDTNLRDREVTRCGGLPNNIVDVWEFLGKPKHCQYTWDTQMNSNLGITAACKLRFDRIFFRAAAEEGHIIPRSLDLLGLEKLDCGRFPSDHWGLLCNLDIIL
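System – recombinant human TDP2 · Quantity – TDP2 enzyme at 120 nM final · Doses – single concentration, 12.8 µM nominal, with 1% DMSO · Incubation – 2 h at 37 °C · Measured by – epi absorbance of p-nitrophenol freed from T5PNP by hydrolysis · Read-out – % inhibition relative to enzyme-containing and enzyme-free wells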
ABHD4 inh: ABHD4 inhibitors, primary screen, biochemical, fluorescence polarization, mouse | (Lyso)-N-acylphosphatidylethanolamine lipase (Mus musculus), Q8VD66 | purified mABHD4, FP-Rh probe fluorescence polarization | inhibition, % at 8.92 µM | hit rate 0.54% among 370,000 | AID 720543, 2013;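 active = inhibition exceeding the mean over every tested compound plus 3 SD, cut at about 30% in these data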;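 also: 0% = plate median of compound wells and 100% = S159A mutant with DMSO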
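Test system: mouse ABHD4 enzyme, wild type. Reagent: FP-Rh fluorescent activity-based probe, added after compound pre-incubation. Timing: pre-incubation 45 min, probe exposure 60 min, at 25 °C. Technique: FP readout, ex 525 nm / em 598 nm. Benchmarks: high control S159A mutant with DMSO, low control median of compound wells.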
SIAE primary: human SIAE inhibitors, primary screen, biochemical, fluorescence polarization, FP-Rh probe, 1536-well HTS. hit rate 0.69% among 370,000. inhibition, % at 9.66 µM. AID 1053197, 2014. Sialate O-acetylesterase (Homo sapiens), Q9HAT2. SIAE FP-Rh probe binding;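 active = inhibition above a cutoff: mean of compounds within the control limits plus 3 SD of those, cut at about 17% in these data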;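 also: 0% = plate median of compound wells and 100% = probe without SIAE protein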
TCR CD3 inh: inhibitors of human TCR-CD3 interaction, primary screen, biochemical, fluorescence, TAMRA-labeled TCR probe; T-cell receptor (TCR); inhibition, % at 9.4 µM; hit rate 0.37% among 360,000; in the data active = inhibition above about 19%;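 also: recombinant mutant TCR 2C K166C tagged with TAMRA read by polarization; 0% = receptor in buffer alone and 100% = receptor with positive control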
MBD2 DNA inh: inhibitors of MBD2 binding to methylated DNA, primary screen, biochemical, TR-FRET, DNA-binding domain, human. Methyl-CpG-binding domain protein 2 (Homo sapiens), Q9UBB5. MBD2 binding to methylated oligonucleotide. inhibition, % at 4.4 µM. hit rate 0.31% among 370,000. AID 686964, 2013; in the data active = inhibition above about 13%
PRMT1 FP inh: PRMT1 methyltransferase inhibitors, primary screen, biochemical, fluorescence polarization | inhibition, % at 2.79 µM | AID 652257, 2013 | hit rate 1.3% among 370,000 | Protein arginine N-methyltransferase 1 (Homo sapiens), Q99873 | recombinant PRMT1, activity-based probe fluorescence polarization;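 active = inhibition above about 21% made by adding two undisclosed values, limit read from the data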
Target sequence (Q99873 whole entry, looked up): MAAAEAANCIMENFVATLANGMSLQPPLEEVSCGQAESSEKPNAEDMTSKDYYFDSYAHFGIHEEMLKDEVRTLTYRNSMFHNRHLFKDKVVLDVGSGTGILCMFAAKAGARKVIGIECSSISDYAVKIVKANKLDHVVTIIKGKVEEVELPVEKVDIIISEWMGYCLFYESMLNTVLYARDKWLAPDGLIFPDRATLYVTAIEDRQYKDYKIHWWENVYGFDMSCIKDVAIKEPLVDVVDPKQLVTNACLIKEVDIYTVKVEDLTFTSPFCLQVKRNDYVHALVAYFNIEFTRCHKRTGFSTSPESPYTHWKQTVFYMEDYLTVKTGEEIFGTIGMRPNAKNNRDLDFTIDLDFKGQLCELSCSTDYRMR
rCAG binder: binders of r(CAG) RNA repeats, primary screen, biochemical, fluorescence; AID 651821, 2012; inhibition, % at 3 µM; r(CAG) RNA repeat, TO-PRO-1 dye displacement fluorescence; hit rate 1.3% among 370,000;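 active = inhibition above the plate cutoff, the mean of all test compounds on that plate plus 3 SD, cut at about 35% in these data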;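 also: 0% = DMSO alone and 100% = 100 µM mitoxantrone as full dye displacement; higher means more dye released from RNA so lower well fluorescence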
LEDGF integ inh: blockers of LEDGF/p75-dependent integrase strand transfer – biochemical, TR-FRET, high throughput, primary screen | AID 743269, 2014 | hit rate 0.64% among 370,000 | TR-FRET IN-LEDGF/p75 DNA integration, Eu/Cy5 | inhibition, % at 3.7 µM | HIV-1 integrase (with human LEDGF/p75);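 active = inhibition above the screen-wide mean plus 3 SD, cut at about 13% in these data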;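 also: signal is the Cy5 over europium emission ratio at 671 and 618 nm; 0% = plate median of compound wells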
NPR2 activator: human GC-B receptor activators, primary screen, HEK293 GC-B cells, cGMP TR-FRET, EC30 CNP. Atrial natriuretic peptide receptor 2 (Homo sapiens), P20594. 0% at EC30 CNP, 100% saturating CNP. activation, % at 10 µM. hit rate 0.11% among 370,000. AID 1920062, 2024;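 active = activation at 10 µM reaching about 35% in either raw or pattern-adjusted values, limit read from the data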
An asterisk follows results filed as active; x = not tested or not shown.

SMILES,HTRA1 inh,TDP2 inh,ABHD4 inh,SIAE primary,TCR CD3 inh,MBD2 DNA inh,PRMT1 FP inh,rCAG binder,LEDGF integ inh,NPR2 activator
CCCCN(C)C(=O)Cn1cnc2sc(C)c(S(=O)(=O)N3CCN(c4ccccc4OC)CC3)c2c1=O,10,-1,5,1,1,5,0,1,0,11
COc1ccc(CCNC(=S)N2CCC(C(N)=O)CC2)cc1,5,10,-2,-1,7,7,-2,-1,0,10
O=c1c2c(n3nnnc3n1Cc1ccc(Cl)cc1)-c1ccccc1CC21CCCC1,x,-5,-5,0,x,0,1,7,-1,14
COc1ccc(C(=O)NCCSc2ccccc2)cc1,-5,-3,8,5,6,2,-1,1,-4,1
CCN(CC(=O)Nc1ccccc1C(F)(F)F)C(=O)c1ccc(N2C(=O)CCC2=O)cc1,-4,-14,6,-5,-6,2,4,-2,-10,-2
NS(=O)(=O)c1ccc(NCc2ccccc2OCc2ccccc2F)cc1,-15,-7,-10,7,6,-4,-2,4,-1,3
COCC(C)NC(=O)c1ccc(CN2CCc3ccccc3C2)cc1 (stereo unspecified),-2,-8,4,1,0,-5,-3,-7,-1,-8
O=C(CSc1nnnn1-c1ccccc1)NCCCN1CCCC1=O,3,-2,-10,-5,-3,8,8,4,-4,5
CC(=O)NCCNC(=O)C1Cc2c(-c3ccc(Cl)cc3)ccnc2O1 (stereo unspecified),x,-7,1,1,1,-2,-1,-1,-2,4
O=C(/C(=C(\O)c1ccccc1)c1ncc[nH]1)c1ccccc1,0,-5,-3,-2,6,-5,-3,-1,-2,-1
COc1cccc(NC(=O)COC(=O)CCCc2c[nH]c3ccccc23)c1,-10,-14,1,2,2,-3,-1,7,-2,-7
C#CCNC(=O)C[C@H]1C[C@@]2(C(=O)OC)C(=C[C@H](C(C)C)O[C@@H]2C2CC2)N(Cc2cccc3ccccc23)C1=O,x,-11,-17,-7,x,1,-5,2,7,-11
O=S(=O)(Nc1nccs1)c1ccc2c(c1)OCCO2,6,5,6,-2,0,-1,-1,2,-1,7
COc1cccc(N2C(=NC(=O)CCc3ccccc3)SC3CS(=O)(=O)CC32)c1 (stereo unspecified),3,-6,-6,9,-9,6,1,-2,-5,1
O=C(CCCCCNc1nc(=S)[nH]c2ccccc12)NCCc1c[nH]c2ccccc12,-3,-4,0,1,5,-2,0,1,-3,7
COc1ccccc1CCNC(=O)C1CCN(c2nc(C)cc(C)n2)CC1,x,2,6,0,x,-3,2,-2,-1,-6
O=C(/C=C/c1ccc([N+](=O)[O-])cc1)NCCSc1ccccc1,-7,-25,-9,0,-10,0,1,4,4,-8
Cc1ccc(NC(=O)c2ccc(Cn3cc(Cl)cn3)o2)c(C)c1,-1,-4,15,5,5,2,0,-1,1,4
Cc1cccc(NC(=O)CSc2nnc(Cc3ccccc3)o2)c1,-11,2,-5,8,-1,1,-2,-2,4,3
Cc1nc2sc(-c3ccccc3)cc2c(=O)n1-n1cccc1,-2,-13,-13,-5,-1,4,-1,4,0,-6
Cc1ccc(NC(=O)CCCc2nc3ccccc3c(=O)[nH]2)c(Cl)c1,8,-2,-1,-2,2,-2,-2,1,0,-5
CCOC(=O)c1ccc(N2C(=O)c3n[nH]c(C)c3C2c2ccccn2)cc1 (stereo unspecified),-7,5,2,-9,-2,4,3,2,0,5
CCOc1cc(C2c3c(oc4cc(C)c(Cl)cc4c3=O)C(=O)N2Cc2ccco2)ccc1O (stereo unspecified),3,-2,3,-2,5,4,-1,5,-1,7
CC(=O)Nc1cc(-c2cccc(C(=O)NCCN(C)C)c2)cn2c(-c3ccc(C(C)=O)cc3)cnc12,x,4,0,-2,-5,9,2,7,-5,-4
Fc1ccc(-c2nnn(Cc3ccc(F)cc3Cl)n2)cc1,-9,-4,-3,1,-3,-3,0,-3,3,11
Cc1ccc(CNC(=O)C2CC(c3ccccc3[N+](=O)[O-])=NO2)o1 (stereo unspecified),0,6,5,0,0,6,-1,-1,-1,1
CC(C)CC(c1nnnn1CC1CCCO1)N1CCN(C2CCCC2)CC1 (stereo unspecified),8,-2,-1,-5,1,-3,4,-8,-7,-6
COc1ccc(N2CCN(C(=O)Cc3ccc(OC)c(OC)c3)CC2)cc1,-6,-1,-9,-3,-8,6,3,-7,-5,4
Cc1ccc(C)c2nc3sc(C(=O)N4CCCc5ccccc54)c(N)c3cc12,-4,-1,-1,-4,1,1,4,8,-1,-9
Cc1ccc(-n2ncc3c2CC(C)(C)CC3NC(=O)CCN2CCCO2)cc1 (stereo unspecified),1,-6,-2,-4,1,-1,-3,-7,-1,-8
c1ccc(N2CCN(Cc3ccsc3)CC2)nc1,-1,-12,-2,1,4,2,-1,-2,2,5
c1ccc(COCCc2cn(Cc3ccccc3)c3ccccc23)cc1,x,2,-4,-1,-4,0,5,2,-4,0
O=C(Nc1ccccc1)C1CCCN1S(=O)(=O)c1ccc(Br)cc1 (stereo unspecified),1,6,6,1,-3,4,8,-3,-7,-3
COc1cc(C(=S)N2CCCCC2)ccc1OCC(=O)N1CCCC1,5,5,5,2,7,1,0,-4,-3,0
Fc1cc(F)cc(NC(=S)NN2CCOCC2)c1,2,-13,-1,5,-8,-7,-2,2,0,4
N#C/C(=C\c1ccccc1)C(=O)NC(=O)Oc1ccccc1,9,-2,0,3,-5,4,6,-3,-3,0
S=c1[nH]cc(-c2ccccc2)[nH]1,3,-2,4,8,-5,-5,8,-2,-7,-2
Cc1ccc(-c2cc(C(=O)NCCCN3CCOCC3)c3ccccc3n2)cc1C,-13,-19,-3,-10,2,-1,-5,-3,-4,0
CCc1c(-c2ccccc2Br)ncn1CCc1ccccc1OC,x,8,7,3,-1,7,8,1,-2,-6
COc1ccc(CCNC(=O)C2CCN(S(=O)(=O)c3cccs3)CC2)cc1OC,-2,-12,-13,-6,-4,-6,-2,3,7,3
FC(F)(F)c1ccccc1NC(=S)OC1CCC12CCC(c1ccccc1)CC2 (stereo unspecified),x,2,-16,-5,x,2,3,10,1,1
O=C(O)COc1ccc2nsnc2c1Cl,2,1,3,3,7,-8,0,5,-2,-22
COc1ccc(S(=O)(=O)N2CCCC(C(=O)NCc3ccccn3)C2)cc1 (stereo unspecified),8,18,1,5,2,-2,-1,-2,-3,5
COc1ccc(C(C)=O)cc1CC(=O)NC1CCCCCC1,-13,-12,-5,-12,6,0,-5,3,-2,4
Cc1nc2ccc(NC(=O)C3COc4ccccc4O3)cc2s1 (stereo unspecified),1,0,-4,2,-2,-1,3,-1,-2,3
COc1ccc(/C=C/C(=O)NC(=S)NNC(=O)Cc2cccs2)cc1OC,3,-8,6,-3,17,-2,-2,8,-1,-4
COc1ccc(-c2ccnc(-c3ccc(OCCCF)cc3)n2)cc1,-20,-1,-14,-15,1,2,2,1,0,-9
CCc1ccc(N(CC(=O)NC2CCCCC2)S(=O)(=O)c2c(C)noc2C)cc1,-14,9,-74,4,-4,-5,5,-1,0,x
Cc1cc(CN2CCCC(CO)(Cc3cccc(Cl)c3)C2)n[nH]1 (stereo unspecified),-2,-9,-2,-6,5,3,-3,2,4,-1
COc1ccccc1C1=NN(C2=NN=C(N)Cc3ncnn32)C(O)(C(F)(F)F)C1 (stereo unspecified),6,8,6,-8,-11,2,5,-1,-3,x
COc1ccccc1Nc1nc(-c2c(C)nc3ncccn23)cs1,0,-1,4,7,4,-3,-1,1,0,3
COc1ccc(CN2CC(=O)N(c3ccc(C)cc3C)C2=S)cc1OC,-4,9,-11,1,-5,6,7,3,0,5
CCCCOC(=O)Cn1c(=O)n(CC(=O)OCCCC)c2cc(C)ccc21,-9,-2,-2,-3,-2,4,0,-9,-1,-4
CC[C@H]1c2[nH]c3ccccc3c2C[C@@H]2C(=O)N(c3ccc(F)cc3)C(=O)N21,-7,-6,-4,17,9,-6,1,-2,-4,-5
Cc1cc(C)c(NC(=O)CSc2nnc(CNC(=O)c3ccco3)o2)c(C)c1,3,4,-1,-4,-8,3,0,-3,-3,-5
O=C(CNC(=O)c1ccccc1)OC(C(=O)O)c1ccc(F)cc1 (stereo unspecified),0,0,5,7,-5,4,3,0,2,0
COc1ccc(C(=O)NCCNc2nc3cc(C)cc(C)c3cc2C#N)nc1,x,12,5,-1,3,0,-2,1,1,2
CC12CCC(=O)N1C(C(=O)Nc1nccs1)CS2 (stereo unspecified),8,2,-1,3,2,2,-1,4,1,8
CCN(C(=O)CN1CCN(c2ccccc2F)CC1)c1c(N)n(Cc2ccccc2)c(=O)[nH]c1=O,2,-2,-1,0,11,2,-3,-7,-3,1
CCC1Nc2ncnc(N3CCN(c4ccccc4)CC3)c2N(Cc2ccc(Br)cc2)C1=O (stereo unspecified),-26,-1,1,0,0,0,0,1,-3,-9

(continued)
SMILES,HTRA1 inh,TDP2 inh,ABHD4 inh,SIAE primary,TCR CD3 inh,MBD2 DNA inh,PRMT1 FP inh,rCAG binder,LEDGF integ inh,NPR2 activator
N#Cc1cc(N2CCOCC2)nc2ccccc12,-5,6,2,-1,7,-2,-1,0,-2,-8
CCOC(=O)N1CCC(=NNC(N)=O)C1,5,9,0,4,1,2,0,1,-1,-10
CC(=O)Nc1ccc(-c2ccnc3c2CC(C)(C(=O)Nc2cccc(Oc4ccccc4)c2)O3)cc1 (stereo unspecified),x,5,-60,-67,0,0,-3,13,-1,4
CCN(C[C@H]1N[C@@](Cc2ccccc2)(C(=O)OC)[C@H]2C(=O)N(Cc3ccccc3)C(=O)[C@@H]12)C(=O)COC,-2,-3,-2,1,10,1,0,-1,-2,-2
Oc1ccc(N=Nc2n[nH]c(-c3ccc(Br)cc3)n2)cc1,19,-5,3,5,0,-5,-4,10,3,-8
Cc1ccc(/C=C/C(=O)Nc2nc3ccccc3[nH]2)cc1,1,-3,0,-4,4,-1,-1,3,0,-1
CCc1nc2c(OCCC3CCCCC3)cccn2c1N(C)C(=O)c1ccc(OC)cc1,x,-10,-3,0,-4,4,9,8,4,3

A portion of the library; count on the stated rates, not on these rows.
